Bioassay records as filed in PubChem.
Myeloid diff 2: promotes myeloid progenitor differentiation | ER-HoxA9 myeloid progenitors, lysozyme-GFP differentiation, flow cytometry | calls only at 10 µM | 1% of 360,000 active;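 active means normalized GFP-positive differentiation at or above the plate's own cutoff, the solvent-only control mean plus 3 SD; inconclusive means no clear call, values can overlap the other calls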;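 further: cells exposed to compound for four days before flow analysis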
Myeloid diff 2 GFP+ MAC1+ %: further read-out of Myeloid diff 2, marked with its call; GFP+ MAC1+ double positive, %; measured here: differentiation confirmed by MAC1 staining
Numbers without * were called inactive; i = inactive; ? = inconclusive; / = no result given; + = active, no number. An excerpt, so the mix of outcomes need not match the whole.

SMILES	Myeloid diff 2	Myeloid diff 2 GFP+ MAC1+ %
Nn1c(SCC(=O)Nc2cccnc2Cl)nnc1-c1ccccc1	i	1.7
Cc1cnc(-c2nc3ccccc3n2C(C(=O)NC(C)(C)C)c2cc3ccccc3o2)cn1 (stereo not given)	i	4.0
O=C(c1cccs1)N1C[C@@H](O)[C@H](n2cc(-c3ccc(F)cc3)nn2)C[C@@H]1c1ccccc1	i	1.4
CCOC(=O)C1CCCN(C(=O)c2cc(-c3ccccc3)cs2)CC1 (stereo not given)	i	0.6
Cn1c(SCC(=O)NC2CCCC2)nnc1C(F)(F)F	i	0.3
CC(C)(C)S(=O)N1Cc2cc(CO)cc(CCO)c2[C@H]1CCO (stereo not given in full)	i	0.7
CCOc1ccc(NC(=O)COc2ccccc2C(=O)NCc2ccccc2)cc1	i	1.7
C/C(=N/NS(=O)(=O)c1ccc(Cl)cc1)c1ccc2c(c1)OCO2	i	0.6
C#CCN(C[C@@H]1[C@@H](OC(=O)NCc2ccco2)[C@@H](OC(=O)NCc2ccco2)Cn2c(=O)n(CCCCCC)c(=O)n21)S(=O)(=O)c1ccc(C)cc1	i	1.9
O=C(COC(=O)c1ccc(Br)o1)NC12CC3CC(CC(C3)C1)C2	i	0.9
COc1ccc([C@@H]2CC=C(C(=O)O)[C@H](c3ccccc3)N2S(=O)(=O)c2ccccc2C)cc1	i	1.7
c1cncc(-c2cn(C[C@H]3CC[C@H](Cn4cc(-c5cccnc5)nn4)O3)nn2)c1	i	0.4
On1ccccc1=S	?	/
COc1cc(CC(=O)OCC(=O)NC2CCCCC2C)cc(OC)c1OC (stereo not given)	i	1.4
O=C(NCCc1ccccc1)c1cc([N+](=O)[O-])ccc1N1CCOCC1	i	1.6
O=C(COC(=O)/C=C/c1ccccc1)Nc1ccc(Cl)cn1	i	0.7
COc1ccc(C(=O)Nc2cccc(C(=O)Nc3cc(C)ccn3)c2)cc1	i	0.6
COc1cc(/C=C/C(=O)OCC(=O)N2CCN(S(=O)(=O)c3ccc(C)cc3C)CC2)ccc1OC(F)F	i	0.9
CC(=O)N(C)c1ccc(NC(=O)C(c2ccccc2)c2ccccc2)cc1	i	0.1
O=C(COC(=O)c1ccc(F)cc1F)Nc1cccnc1Cl	i	0.9
Cc1ccc(NS(=O)(=O)c2cccc(C(=O)N3CCN(C(=O)c4ccco4)CC3)c2)cc1	i	0.6
O=C(CSc1ccccc1F)NC(=O)NC1CCCC1	i	1.6
CC(C)Cn1c(=O)c(C(=O)Nc2ccncc2)c(O)c2ccccc21	+	1.9*
C#CCNC(=O)c1cc2c(Br)ccc(Br)c2nc1N	i	0.6
O=C(COC(=O)/C=C/c1ccc2c(c1)OCO2)NCc1ccccc1	i	0.2
Going on with the list.
SMILES	Myeloid diff 2	Myeloid diff 2 GFP+ MAC1+ %
CC1CCC(NC(=O)CNC(=O)c2ccc3ccccc3c2)CC1 (stereo not given)	i	0.8
COCCN(CC(=O)Nc1cccc(C)c1C)C(=O)Cc1sc(C)nc1-c1ccc(F)cc1	i	0.4
O=C(NCc1ccccc1C(F)(F)F)c1cccc2c1C(=O)c1ccc(N3CCOCC3)cc1S2(=O)=O	i	0.0
COCCNC(=O)C1CCCN(C(=O)c2ccc3ccccc3n2)CC1 (stereo not given)	i	3.2
Cc1ccc(C(=O)NC(Cc2cccc(F)c2)C(=O)O)cc1 (stereo not given)	i	1.4
CCOc1ccc(C(=O)NCC(=O)Nc2cc(C)ccn2)cc1OCC	i	0.8
CCOC(=O)C1(C)CCN1C(=O)c1cccc(Cl)c1 (stereo not given)	i	1.6
COc1ccc(S(=O)(=O)NCc2ccncc2)cc1NC(=O)c1ccc(Cl)cc1	i	0.8
COc1ccc(CN2[C@@H](CC(=O)O)c3cc(F)ccc3S2(=O)=O)cc1	i	1.2
CCOC(=O)C1=CN(Cc2cccc(F)c2)S(=O)(=O)NC1c1ccc(F)c(Cl)c1 (stereo not given)	i	0.9
C[C@H]1CN([C@@H](C)CO)C(=O)c2cc(NS(=O)(=O)c3ccc(F)cc3)ccc2O[C@H]1CN(C)S(=O)(=O)c1cn(C)cn1	i	1.5
NCCC(=O)NC[C@H]1O[C@@H](n2cnc3c(N)ncnc32)[C@H](O)[C@@H]1O	i	1.0
CC1(C)OC2CC3C4CCC5=CC(=O)C=CC5(C)C4(F)C(O)CC3(C)C2(C(=O)CO)O1 (stereo not given)	i	12
COC(=O)C1=C(C)N(Cc2ccccc2)C(=S)N[C@H]1c1ccc(Br)cc1	i	1.7
Cc1ccccc1NC(=O)Cc1nc(COC(=O)c2cc(Br)ccc2O)cs1	i	0.5
CC(=O)c1ccc(N2CCN(C(=O)c3ccc(S(=O)(=O)NCc4ccco4)cc3)CC2)cc1	i	0.6
CCOc1ccc(NC(=O)COc2ccc(C(=O)NC(C)c3ccc(S(N)(=O)=O)cc3)cc2OC)cc1 (stereo not given)	i	1.2
O=C(Nc1ccc(F)cc1F)c1cccc(S(=O)(=O)N2CCCCC2)c1	i	0.3
Cc1cccc(C(=O)OC(C)C(=O)N2CCN(Cc3ccccc3)CC2)c1 (stereo not given)	i	1.0
O=C(NC1CC1)c1cccc(NC(=O)C2CC2)c1	i	1.3
CC1(C)C(=O)Nc2ccccc2N1C(=O)COC(=O)c1cccnc1	i	0.8
COc1c2c(c(OC)c3ccccc13)[C@]1(OC2)O[C@H](CCO)C[C@H](O)[C@H]1O	i	0.5
Cc1cnc(C(=O)OCC(=O)c2c[nH]c3ccccc23)cn1	i	0.8
CC(=O)NCCNC(=O)C1(C)Cc2c(-c3ccccc3)ccnc2O1 (stereo not given)	i	1.0
O=C(COc1ccccc1)NCc1ccco1	i	0.6
(more compounds)
SMILES	Myeloid diff 2	Myeloid diff 2 GFP+ MAC1+ %
CS(=O)(=O)N1Cc2cc(C(=O)NCC3CC3)nc(-c3cccc(-c4cccnc4)c3)c2[C@H]1CCO	i	0.5
COc1ccc(C2(C)NC(=O)N(CC(=O)Nc3c(C)n(C)n(-c4ccccc4)c3=O)C2=O)cc1 (stereo not given)	i	1.2
Cc1cc(Cl)c(C)c(S(=O)(=O)N2CCN(CC(=O)N3CCOCC3)CC2)c1Cl	+	0.8*
COc1ccc(-c2csc(C(C)(NC(C)=O)c3ccccc3)n2)cn1 (stereo not given)	i	4.6
CN(CC(=O)Nc1ccc(N2CCOCC2)cc1)C(=O)CSc1ccccc1F	i	0.5
CC1ON=C(c2ccc(F)cc2)NC1=O (stereo not given)	i	4.0
C[C@H](CO)N1C[C@H](C)[C@@H](CN(C)C(=O)Nc2ccc(C(F)(F)F)cc2)Oc2ccc(NC(=O)C3CCCCC3)cc2C1=O	i	0.8
O=C(NNC(=O)c1cc(-c2ccncc2)nc2ccccc12)c1ccccc1F	i	0.3
C(=Nc1ccccc1)c1ccc[nH]1	i	0.7
O=C(CNC(=O)c1cc(-c2ccccc2)nn1-c1ccccc1)Nc1ccccc1Br	i	1.3
CC(=O)c1c(C)[nH]c(C(=O)COC(=O)Cc2ccccc2F)c1C	i	1.0
CCOC(=O)C1=CN(Cc2cccc(F)c2)S(=O)(=O)N(CC)C1CCc1ccccc1 (stereo not given)	i	0.5
O=C(Cc1ccc(NC(=O)C2CCCN(C(=O)C3CC3)C2)cc1)Nc1cccc(C(=O)N2CCCCC2)c1 (stereo not given)	i	1.1
CCCCn1nnnc1C(c1cc2ccccc2o1)N1CCOCC1 (stereo not given)	i	1.0
Cc1ccc(N(Cc2ccccc2)C(=O)c2ccc(F)c(S(=O)(=O)N3CCOCC3)c2)cc1	i	0.9
CC1(C(=O)N2CCCCC2)CCN1C(=O)Cc1ccc(-c2ccccc2)cc1 (stereo not given)	i	0.5
CC1(C)Cc2c(cnn2-c2ccc(F)cc2)C(NC(=O)C2=CC(=O)CC(C)(C)O2)C1 (stereo not given)	i	1.1
CC1CCCN(S(=O)(=O)c2ccc(NC(=O)Cc3ccc(S(=O)(=O)N4CCOCC4)s3)cc2)C1 (stereo not given)	i	1.3
COc1ccccc1/C=C/C(=O)OCC(=O)Nc1ccc2c(c1)OCO2	i	0.5
O=C(NCc1ccc(Cl)cc1)C1CCCN(C(=O)c2ccc(Cl)cc2)C1 (stereo not given)	i	0.5
CCCC(C)c1oc(=O)cc(O)c1C (stereo not given)	i	0.5
C=CCN1C(=O)c2ccc(C(=O)N(CCC)CC(=O)Nc3ccccc3C)cc2C1=O	i	0.6
CN1OC[C@@H]2CN(C(=O)c3ccco3)[C@H](c3ccc(-c4ccc(C#N)cc4)cc3)C[C@@H]21	?	/
COc1cc2nc(CN3CCN(S(=O)(=O)c4ccccc4)CC3)[nH]c(=O)c2cc1OC	i	0.6
COc1ccc(NC(=O)COC(=O)C2CCCN2C(=O)OC(C)(C)C)cc1Cl (stereo not given)	i	0.7

Taken from above.
Value for `CCCC(C)c1oc(=O)cc(O)c1C` (stereo not given) in Myeloid diff 2 GFP+ MAC1+ %: 0.5
Value for `Cc1cc(Cl)c(C)c(S(=O)(=O)N2CCN(CC(=O)N3CCOCC3)CC2)c1Cl` in Myeloid diff 2 GFP+ MAC1+ %: 0.8*
Value for `CC1CCCN(S(=O)(=O)c2ccc(NC(=O)Cc3ccc(S(=O)(=O)N4CCOCC4)s3)cc2)C1` (stereo not given) in Myeloid diff 2 GFP+ MAC1+ %: 1.3

The listing continues:
SMILES	Myeloid diff 2	Myeloid diff 2 GFP+ MAC1+ %
COCCCn1c(SCC(=O)N2CCOCC2)nc2cc(Cl)ccc2c1=O	i	0.4
COc1ccc2[nH]cc(CCNC(=O)/C=C/[C@H]3O[C@@H](n4cnc5c(NC(=O)c6ccccc6)ncnc54)[C@H](O)[C@@H]3O)c2c1	i	0.8
CCOc1ccc(C(=O)NCC(=O)NCC(c2cccs2)N2CCOCC2)cc1 (stereo not given)	i	0.6
COc1cc(NC(=O)CCn2c(=S)[nH]c3ccccc3c2=O)cc(OC)c1OC	i	1.4
O=C(Nc1cc(S(=O)(=O)N2CCOCC2)ccc1N1CCCC1)c1ccc(Cl)cc1	i	1.3
CCCCNC(=O)c1ccccc1C(=O)NC1(C(=O)NCCCC)CCCC1	i	0.7
CN(C)C(=O)c1cccc(-c2cc(NC=O)c3ncc(-c4ccc(F)c(Cl)c4)n3c2)c1	i	0.8
O=C(CCOc1ccccc1)Nc1ccc(S(=O)(=O)Nc2ncccn2)cc1	i	0.5
CC(C)(C)S(=O)N1Cc2cc(CO)cc(CCO)c2[C@@H]1CCO (stereo not given in full)	i	0.5
COc1ccc(S(=O)(=O)Nc2ccc3c(c2)C(=O)N([C@H](C)CO)C[C@H](C)[C@@H](CN(C)S(=O)(=O)c2cn(C)cn2)OCCCC[C@H](C)O3)cc1	i	1.6
O=C(CCCCl)N1CCc2[nH]c3ccccc3c2C1	i	0.9
C=C1C[C@H](O[C@@H]2O[C@H](CO)[C@@H](O)[C@H](O)[C@H]2O)[C@@H]2[C@H](OC(=O)[C@H]2C)[C@H]2[C@H](C)[C@@H](O)C[C@@H]12	i	1.6
O=C(Nc1ccc(S(=O)(=O)Nc2ncccn2)cc1)c1cccc([N+](=O)[O-])c1	i	0.7
CCOC(=O)C1=C(COC(=O)c2nc(Cl)ccc2Cl)NC(=O)NC1C (stereo not given)	i	0.3
COc1cccc(-c2nc3nc(C)cc(C)n3c2NC2CCCCC2)c1	i	1.2
Cc1cccc(CNc2ncnc3ccc(-c4ccc5c(c4)OCO5)cc23)c1	i	1.0
COc1ccc([C@H]2C[C@@H](O)[C@H](n3cc(C4CC4)nn3)CN2Cc2cccs2)cc1	i	0.9
Nc1[nH]c(C(=O)c2ccccc2)c(-c2ccc(Br)cc2)c1C(=O)NC1CC1	i	1.2
Cc1ccc(S(=O)(=O)Nc2c(C)n(C)n(-c3ccccc3)c2=O)cc1C(=O)OC(C)C(=O)c1ccccc1 (stereo not given)	i	0.6
Nc1ncnc2c1ncn2[C@@H]1O[C@H](C(=O)NS(=O)(=O)c2c(Cl)nc3sccn23)[C@@H](O)[C@H]1O	i	2.0
COc1cc(C#Cc2c(-c3cncn3C)n(C)c3ccc(-c4cnc(OC)nc4)cc23)cc(OC)c1	i	3.3
COCCCNC(=O)c1csc([C@H]2C[C@H](O)[C@@H](CO)O2)n1	i	0.4
CC(C)c1ccc(CSc2ccc(S(=O)(=O)N3CCOCC3)cn2)cc1	i	0.3
CCOC(=O)c1cc(-c2ccccc2)nn1CC1CC(c2cccnc2)=NO1 (stereo not given)	i	0.6
C[C@H]1CN([C@@H](C)CO)C(=O)c2cc(Br)cnc2O[C@H]1CN(C)S(=O)(=O)c1cccs1	i	0.8
Next records follow:
SMILES	Myeloid diff 2	Myeloid diff 2 GFP+ MAC1+ %
O=C(CSc1nnnn1-c1ccc(Cl)cc1)N1CCNC1=O	i	2.1
COc1ccc(Cl)cc1C(=O)NC(=S)Nc1nc(C)cc(C)n1	i	0.2
CCc1nc2c(OCc3ccc(C(F)(F)F)cc3)cccn2c1N(C)C(=O)c1ccco1	i	1.5
CN(Cc1ccccc1)C(=O)c1nc[nH]c1C(=O)N1CCN(c2ccccc2)CC1	i	0.8
O=c1oc(CCCO)cc2ccc(C#Cc3ccsc3)cc12	i	0.5
CN(C(=O)c1cccc(NC(=O)Cc2ccc(NC(=O)C3CCN(C(=O)C4CCCCC4)CC3)cc2)c1)C1CCCC1	i	0.6
CCCc1nc2ccc(C)cn2c1Cc1ccsc1	i	0.7

Molecules above that have a nitro group on carbon (two):
SMILES	Myeloid diff 2	Myeloid diff 2 GFP+ MAC1+ %
O=C(NCCc1ccccc1)c1cc([N+](=O)[O-])ccc1N1CCOCC1	i	1.6
O=C(Nc1ccc(S(=O)(=O)Nc2ncccn2)cc1)c1cccc([N+](=O)[O-])c1	i	0.7

Some of these compounds in order of the Myeloid diff 2 GFP+ MAC1+ % value, rising:
compound	Myeloid diff 2 GFP+ MAC1+ %
CCCCNC(=O)c1ccccc1C(=O)NC1(C(=O)NCCCC)CCCC1	0.7
Cc1cc(Cl)c(C)c(S(=O)(=O)N2CCN(CC(=O)N3CCOCC3)CC2)c1Cl	0.8*
CC(=O)NCCNC(=O)C1(C)Cc2c(-c3ccccc3)ccnc2O1 (stereo not given)	1.0
CCOc1ccc(NC(=O)COc2ccc(C(=O)NC(C)c3ccc(S(N)(=O)=O)cc3)cc2OC)cc1 (stereo not given)	1.2
CCOC(=O)C1(C)CCN1C(=O)c1cccc(Cl)c1 (stereo not given)	1.6
